HCMV antiviral = qHTS Assay for inhibitors of the human cytomegalovirus (HCMV); actives 4.5% (n = 410,000); AID 1259415, 2018; activity change, negative = inhibition, % at 57.5 µM; HFF cells, HCMV-luciferase reporter, 72 h; active compounds read low; in the data active means activity change below about -60%; inconclusive means no clear call, values can overlap the other calls; inactive means above about -39%
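HFF cells seeded 16 h at 37C, treated with compounds, infected with luciferase-reporter HCMV at MOI 1 PFU/cell; luciferase read at 72 h post infection, normalized to buffer-only and Salinomycin controls.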
LmPK inhibitor = qHTS Assay for Inhibitors of Leishmania Mexicana Pyruvate Kinase (LmPK) | purified LmPK, Kinase-Glo ATP luminescence, 1 h | Potency, µM (top dose mostly 57.5 µM), for inactives: at the top dose activity change, negative = inhibition, actives largely listed as inhibitors | actives 0.37% (n = 290,000); further: potency means the concentration at half of the fitted maximal effect
Target sequence (Q27686 whole entry, looked up): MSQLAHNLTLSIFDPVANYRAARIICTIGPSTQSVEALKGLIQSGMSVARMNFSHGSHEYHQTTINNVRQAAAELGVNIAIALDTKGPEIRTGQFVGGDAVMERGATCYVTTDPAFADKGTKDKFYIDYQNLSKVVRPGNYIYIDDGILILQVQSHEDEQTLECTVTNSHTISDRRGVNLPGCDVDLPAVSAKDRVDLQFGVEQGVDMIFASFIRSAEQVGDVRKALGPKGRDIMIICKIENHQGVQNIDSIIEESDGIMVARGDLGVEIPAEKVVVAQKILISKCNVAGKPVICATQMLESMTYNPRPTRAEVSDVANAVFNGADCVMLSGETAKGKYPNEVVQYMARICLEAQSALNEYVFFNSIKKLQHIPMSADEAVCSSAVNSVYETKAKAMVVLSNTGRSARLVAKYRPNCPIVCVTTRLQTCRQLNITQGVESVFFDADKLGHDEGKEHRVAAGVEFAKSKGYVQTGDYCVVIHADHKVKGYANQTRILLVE
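In 50 mM imidazole pH 7.2 with 7 mM MgCl2, LmPK (0.1 nM) turned over PEP (0.5 mM) and ADP (0.1 mM) for 1 h at room temperature. Luciferase read-out of ATP.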
AmpC detergent = qHTS Inhibitors of AmpC Beta-Lactamase (assay with detergent) | P00811 | AmpC hydrolysis of nitrocefin, absorbance 480 nm, 0.01% Triton | Potency, µM (titrated, usually from 114 µM), without a hit: top-dose activity change, negative = inhibition, actives largely listed as inhibitors | actives 0.041% (n = 370,000) | AID 485294, 2010;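 further: potency means the concentration at half of the fitted maximal effect; 0% = no-compound wells and -100% = no-enzyme wells; nearly all actives have a fitted effect of over 25% in size; some results filed as inactive show a strong effect at the top dose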
Target sequence (P00811 whole entry, looked up): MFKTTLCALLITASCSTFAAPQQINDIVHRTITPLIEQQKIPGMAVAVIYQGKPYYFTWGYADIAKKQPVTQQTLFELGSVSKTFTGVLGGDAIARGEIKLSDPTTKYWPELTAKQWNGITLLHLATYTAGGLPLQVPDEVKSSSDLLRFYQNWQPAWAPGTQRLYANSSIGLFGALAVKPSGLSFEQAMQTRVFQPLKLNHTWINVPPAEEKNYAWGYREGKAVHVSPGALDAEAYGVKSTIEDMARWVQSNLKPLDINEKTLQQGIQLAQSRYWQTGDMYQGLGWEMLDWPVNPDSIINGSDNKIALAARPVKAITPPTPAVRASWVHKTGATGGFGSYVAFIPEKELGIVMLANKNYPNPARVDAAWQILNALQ
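20 mM phosphate pH 7.0 + 0.01% (detergent screen) or 0.0001% Triton X-100; 5.3 nM AmpC reagent; cpd preinc 15 min RT; nitrocefin (800 uM stock) to start; A480 q20 s × 4 min; Activity was normalised to no-enzyme and no-compound control wells.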
AMA1 RON2 block = qHTS for Inhibitors of AMA1-RON; Towards Development of Antimalarial Drug Lead: Primary Screen. Plasmodium falciparum AMA1 (3D7) - RON2 peptide interaction. AID 720542, 2013. actives 0.2% (n = 360,000). AlphaScreen AMA1-biotinylated RON2 peptide binding. Potency, µM (titrated, usually from 58.2 µM), without a hit: at the top dose activity change, negative = inhibition, hits mostly inhibitors;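 further: potency means the concentration at half of the fitted maximal effect; 0% = vehicle wells and -100% = peptide control; nearly all actives have a fitted effect of over 45% in size; some results filed as inactive show a strong effect at the top dose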
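AMA1 (3D7) with his tag at 25 nM final met compounds first, then biotinylated RON2 peptide at 25 nM; detection used donor plus acceptor beads, 10 µg/mL apiece, read by AlphaScreen after 30 min at room temperature.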
AmpC inh no detg = qHTS Inhibitors of AmpC Beta-Lactamase (assay without detergent). AmpC nitrocefin hydrolysis, absorbance 480 nm, 0.0001% Triton. Potency, µM (highest dose often 57.1 µM), for inactives: at the highest dose activity change, negative = inhibition, actives largely listed as inhibitors. actives 0.52% (n = 330,000);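 further: potency means the concentration at half of the fitted maximal effect; plate controls were no compound for no effect and no enzyme for full effect; nearly all actives have a fitted effect of over 20% in size; some results filed as inactive show a strong effect at the top dose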
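20 mM phosphate pH 7.0 + 0.01% (detergent screen) or 0.0001% Triton X-100; 5.3 nM AmpC reagent; cpd preinc 15 min RT; nitrocefin (800 uM stock) to start; A480 q20 s × 4 min; Activity was normalised to no-enzyme and no-compound control wells.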
Sm TGR block = qHTS Assay for the Inhibitors of Schistosoma Mansoni Peroxiredoxins | purified TGR, DTNB reduction, TNB absorbance 405 nm | Potency, µM (titrated, usually from 114 µM), without a hit: at the highest dose activity change, negative = inhibition, usual class: inhibitors | Schistosoma mansoni thioredoxin glutathione reductase (TGR), Q962Y6 | actives 3% (n = 360,000); further: potency means the concentration at half of the fitted maximal effect; nearly all actives have a fitted effect of over 60% in size
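First, TGR (20 nM dispensed) and NADPH were mixed with compound. Second, a 15 min room-temperature incubation followed. Third, further NADPH and then DTNB were added to start the reaction. Finally, TNB absorbance was monitored kinetically.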
TbPYK inhibitor = qHTS of Trypanosoma Brucei Inhibitors; TbPYK enzyme, Kinase-Glo Plus ATP luminescence, 45 min; Potency, µM (titrated, usually from 76.8 µM), inactives show at the highest dose activity, negative = inhibition, most hits filed as inhibitors; actives 0.12% (n = 410,000); AID 624173, 2012; further: potency means the concentration at half of the fitted maximal effect; nearly all actives have a fitted effect of over 50% in size
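Quantitative HTS: titrated library compounds versus trypanosomal pyruvate kinase in TEA buffer (pH 7.2) containing KCl, MgCl2, BSA and Tween-20. Reactions were initiated with ADP, 130 uM final. Kinase-Glo Plus luminescence was read after 45 min at RT.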
Starred values were filed as active, the others as inactive; u = inconclusive; x = not tested or not shown; [ ] = remark or other dose. Unless noted, the call rests on the fitted dose curve; in most records, active means well fitted curve in the direction sought with a large enough effect; inconclusive means small, poorly fitted or top-dose-only effect, or another doubt; inactive means no such curve, though single readings can be large; an effect the other way counts as inactive or inconclusive. Unless noted, on the % scale 0 is the no-effect control and ±100 the full control effect.

SMILES | HCMV antiviral | LmPK inhibitor | AmpC detergent | AMA1 RON2 block | AmpC inh no detg | Sm TGR block | TbPYK inhibitor
O=C(CCl)NCc1cc(-c2ccc(Cl)cc2)no1 | -113* | 1% | 1% | -1% | 1% | 32µM* | 4%
O=C1CCCCC1Nc1ccc(Cl)cc1 (stereo not given) | 0 | x | x | 2% | x | x | -2%
COc1cc(C(=O)N[C@H](C(=O)Nc2nnc(C3CC3)s2)C(C)C)cc(OC)c1OC | 44 | 3% | 4% | 8% | 37% | 6% | -15%
Cc1occc1C(=O)N1CCCC(Nc2ccc(F)c(F)c2)C1 (stereo not given) | 12 | -6% | 1% | -4% | 5% | -18% | 1%
CCC(=O)N1CC2(CC(c3cccc([N+](=O)[O-])c3)=NO2)C[C@H]1C(=O)NCC(N)=O (stereo not given in full) | -31 | 0% | 1% | 4% | -2% | -21% | -3%
C=CCn1c(SCc2ccc(C#N)cc2)nnc1-c1ccccc1 | -29 | 4% | -10% | 4% | 0% | 0% | 5%
Cc1c(C)n(CCCN(C)C)c2ncnc(NC3CCCCC3)c12 | 12 | 5% | -5% | -9% | 29% | 1% | 5%
COc1ccc(C(O)(C(=O)NNc2ccc(C)cc2)c2cccs2)cc1 (stereo not given) | 36 | 3% | u | -11% | -15% | 3% | 1%
Cc1nnc2sc(-c3ccc(N(C)C)cc3)nn2c1=O | -26 | -11% | 7% | 3% | 4% | -1% | -5%
CCC1(C)CC(C#N)(C#N)C(=O)NC1=O (stereo not given) | 5 | x | x | 2% | x | x | -6%
O=C(NNc1nc2ccccc2s1)C1CC1 | 12 | 0% | 3% | 60%[activator] | -2% | -18% | 1%
Cc1ccc(Cn2c(C)c3cnn(CC(=O)NCCN4CCOCC4)c(=O)c3c2C)cc1 | -3 | x | x | -2% | x | x | 2%
C=CCc1ccc(OCCCCOc2ccc(C(=O)O)cc2)c(OC)c1 | -12 | 1% | 1% | -5% | -23% | x | 2%
CCOC(=O)N1CCN(c2nc(C)c3c(n2)CCCC3=O)CC1 | -9 | 2% | 3% | 2% | 4% | -5% | 3%
CC(NCCN(C)C)C1CCC2C3CCc4cc(O)ccc4C3CCC12C (stereo not given) | u | x | x | 6% | x | x | -9%
O=C1CCCN1C(=O)c1cncc(Br)c1 | 11 | 7% | 7% | -5% | -9% | 6% | 1%
COC(=O)NNC(=O)c1cccc(C)c1 | -11 | -1% | 1% | -6% | -2% | 0% | 3%
Cc1ccc2nc3c(cc(C#N)c(=O)n3-c3nnc(SCc4ccccc4Cl)s3)c(=O)n2c1 | 11 | x | 18% | x | x | 6% | -7%
C=CCOc1ccc(C=Nc2ccc(Cl)cc2)c(O)c1 | -7 | u | 2% | 28% | -8% | -1% | -6%
O=c1cc(-c2ccccc2)[nH]n1-c1nc2ccccc2[nH]1 | -84* | -4% | 3% | -16% | u | 1% | -1%
CCOc1ccc(Nc2nc3c(c(=O)[nH]2)CCC3)cc1 | 13 | 1% | u | 29% | -21% | -8% | 2%
CCCCN(C)CCCNC(=O)c1cn(C)c2ccc(S(=O)(=O)N(C)C3CCCCC3)cc2c1=O | u | 8% | 3% | 19% | 15% | 5% | 0%
CCC(=O)OC1(c2ccccc2)C(C)CN(C)CC1C (stereo not given) | -17 | -5% | -7% | -7% | -9% | -1% | 4%
CCCNC(=O)CN1C(=O)NC(c2ccccc2)(c2ccccc2)C1=O | -21 | 2% | u | -8% | 1% | -7% | 3%
Cc1ccc(C)c(NC(=S)NCc2ccc3[nH]c4c(c3c2)CCCC4)c1 | u | 8% | -5% | 28% | 35µM* | -24% | 0%
N=C1C(=O)OCC1c1ccccc1NC(=O)CN1CCOCC1 (stereo not given) | 17 | -2% | u | 8% | -8% | 1% | -1%
CCCCn1cc(S(=O)(=O)c2ccc(CC)cc2)c(=O)c2cc(F)c(N3CCCC(C)C3)cc21 (stereo not given) | 0 | x | -6% | x | x | 0% | 0%
Cc1cccc(OCc2nc(C#N)c(NCc3ccc4c(c3)OCO4)o2)c1 | 1 | 7% | -2% | -9% | -20% | 4% | 6%
Cc1ccc(C)c(-n2nnnc2SCC(=O)Nc2c(C)n(C)n(-c3ccccc3)c2=O)c1 | 7 | 2% | u | -11% | 1% | -19% | 0%
O=[N+]([O-])c1ccccc1S(=O)(=O)NCCSc1ccccc1 | u | -3% | 4% | -2% | -24% | 5% | -2%

A few values from above:
C=CCc1ccc(OCCCCOc2ccc(C(=O)O)cc2)c(OC)c1 | AMA1 RON2 block: -5%
COc1ccc(C(O)(C(=O)NNc2ccc(C)cc2)c2cccs2)cc1 (stereo not given) | LmPK inhibitor: 3%

(further entries)
SMILES | HCMV antiviral | LmPK inhibitor | AmpC detergent | AMA1 RON2 block | AmpC inh no detg | Sm TGR block | TbPYK inhibitor
CCCC(=O)N(Cc1cc(=O)[nH]c2ccccc12)c1ccccc1C | -73* | -9% | -3% | -6% | 2% | -17% | -4%
CCOc1ccc(NC(=S)N(CCOC)C2CCN(C(C)C)CC2)cc1 | -15 | 1% | -1% | 4% | -9% | -2% | 0%
O=C(CN1CC[C@@]2(O)CCCC[C@H]2[C@@H]1c1ccc(F)cc1)NCc1ccco1 | -7 | 0% | 4% | -17% | 38% | 40µM* | 2%
O=C(CNC1=NCCC1)c1ccc2c(c1)OCCO2 | 43 | 3% | u | 11% | -2% | 3% | -1%
COc1cc(C)cc(C(=O)C=Cc2ccccc2)c1O | 37 | x | x | -27% | x | x | -1%
O=C(N/N=C/c1ccco1)c1cc(-c2ccc(Cl)s2)[nH]n1 | 8 | -1% | 2% | 61%[activator] | -16% | -1% | 1%
O=C(Cc1csc(Nc2nc(=S)[nH]c3ccccc23)n1)NCc1ccc(Cl)cc1 | -11 | 5% | 2% | 58%[activator] | -40% | 0% | -10%
N#CC1(NC(=O)CN2c3cccc4cccc(c34)S2(=O)=O)CCCCC1 | -20 | x | 9% | 3% | -19% | 1% | 2%
CC(C)CNC(=S)NC(=O)c1ccc(Cl)cc1 | -15 | -4% | -14% | 2% | -30% | 50µM* | -7%
CC1=C(C(=O)Nc2ccccc2)C(c2ccc(C(C)C)cc2)N2C(=O)CSC2=N1 (stereo not given) | 25 | -2% | -8% | 5% | 56% | 6% | 11%
Cc1cc(C(=O)CN2C(=O)c3cccc(N)c3C2=O)c(C)n1Cc1cccs1 | 96 | 3% | -5% | 16% | -32% | -5% | -29%
O=C(CCc1nc2ccccc2c(=O)[nH]1)Nc1ccc(F)cc1 | 31 | -6% | -9% | -3% | -15% | 1% | -5%
CCOc1ccc(S(=O)(=O)N2CCC(C(=O)NCc3ccccc3CN3CCCC3)CC2)cc1 | u | x | -3% | -8% | 44% | 0% | -8%
Brc1cccc(-c2nnc3sc(CN4CCC5(CC4)OCCO5)cn23)c1 | 10 | -1% | u | 3% | -2% | u | -1%
Cc1nn(CC(=O)NC2C(=O)N3C(C(=O)O)=C(CSc4nnnn4C)CSC23)cc1Br (stereo not given) | 2 | 21% | -1% | 39%[activator] | -10% | 20µM* | -1%

Results in LmPK inhibitor (2 entries from above):
| canonical_smiles | LmPK inhibitor |
| --- | --- |
| CCCC(=O)N(Cc1cc(=O)[nH]c2ccccc12)c1ccccc1C | -9% |
| CCOc1ccc(NC(=S)N(CCOC)C2CCN(C(C)C)CC2)cc1 | 1% |

The list continues.
SMILES | HCMV antiviral | LmPK inhibitor | AmpC detergent | AMA1 RON2 block | AmpC inh no detg | Sm TGR block | TbPYK inhibitor
CCOC(=O)C1(c2ccccc2)CCN(CCC(=O)Nc2ccc(F)cc2)CC1 | 0 | x | 9% | 14% | 17% | -1% | 0%
CC(C)Cn1c(=O)c2c(nc3n2CCCN3CCc2ccccc2)n(C)c1=O | 11 | 3% | -19% | -8% | 82%[activator] | -23% | -8%
O=C(Nc1nnc(C2=COCCO2)o1)c1cccc(F)c1 | 1 | 1% | 5% | 66%[activator] | -15% | -2% | 0%
Cc1cccc(N2CN(Cc3ccco3)CNC2=S)c1C | 30 | -1% | -7% | -16% | -6% | 4% | 0%
Cc1ccc(-c2noc(C3CCCN(C(=O)c4cccc(F)c4)C3)n2)cc1 (stereo not given) | -19 | -1% | 7% | -3% | 91%[activator] | -4% | 0%
CC1CN(C(=O)COC(=O)/C=C/c2ccc(C(F)(F)F)cc2)CC(C)O1 (stereo not given) | 50 | x | u | 2%[11.6 µM] | 9% | -5% | -1%
CC(C)(C)NC(=O)c1nc2nc(-c3ccccc3)cc(C(F)(F)F)n2n1 | -16 | -4% | -9% | 15% | -11% | -5% | -8%
CCCCOc1ccc(C(=O)NCC(=O)N2CCN(C(=O)c3ccco3)CC2)cc1 | -20 | x | -12% | 13% | 27% | -10% | 0%
COCCn1c(CN2CCC(Cc3ccccc3)CC2)nc2c1c(=O)n(C)c(=O)n2C | -65* | 1% | -7% | 5% | 0% | -1% | -3%
O=C(COC(=O)CNC(=O)c1ccccc1F)Nc1ccc2c(c1)OCO2 | -6 | x | 0% | 0% | -20% | -3% | 3%

Entries from the list above that contain a Cl atom, in the order listed:
SMILES | HCMV antiviral | LmPK inhibitor | AmpC detergent | AMA1 RON2 block | AmpC inh no detg | Sm TGR block | TbPYK inhibitor
O=C(CCl)NCc1cc(-c2ccc(Cl)cc2)no1 | -113* | 1% | 1% | -1% | 1% | 32µM* | 4%
O=C1CCCCC1Nc1ccc(Cl)cc1 (stereo not given) | 0 | x | x | 2% | x | x | -2%
Cc1ccc2nc3c(cc(C#N)c(=O)n3-c3nnc(SCc4ccccc4Cl)s3)c(=O)n2c1 | 11 | x | 18% | x | x | 6% | -7%
C=CCOc1ccc(C=Nc2ccc(Cl)cc2)c(O)c1 | -7 | u | 2% | 28% | -8% | -1% | -6%
O=C(N/N=C/c1ccco1)c1cc(-c2ccc(Cl)s2)[nH]n1 | 8 | -1% | 2% | 61%[activator] | -16% | -1% | 1%
O=C(Cc1csc(Nc2nc(=S)[nH]c3ccccc23)n1)NCc1ccc(Cl)cc1 | -11 | 5% | 2% | 58%[activator] | -40% | 0% | -10%
CC(C)CNC(=S)NC(=O)c1ccc(Cl)cc1 | -15 | -4% | -14% | 2% | -30% | 50µM* | -7%
